A-T KAP1 phos: candidate therapy for ataxia-telangiectasia. […] A-T fibroblasts, KAP-1 phosphorylation AlphaLISA; neocarzinostatin DNA damage 30 min before lysis. Potency, µM (highest dose often 57.5 µM), for inactives: top-dose activation, most hits filed as activators. hit rate 0.19% among 320,000; further: potency means the concentration at half of the fitted maximal effect; % of control where 0% means no effect; nearly all actives have a fitted effect of over 45% in size
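ATM-like activity read as KAP-1 phosphorylation via AlphaLISA donor/acceptor antibody pairs after lysis and 6 hr at 25C. Cells were ATM-null patient fibroblasts ([…], hTERT), dosed 60 min, then exposed to the DSB inducer NCS for 30 min.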
TCR act: activators of T cell receptors. primary human leukocytes, anti-CD3, IL-2 HTRF, 48 h. Potency, µM (series often up to 9.22 µM), inactives show at the top dose activation of IL-2 secretion, hits mostly activators. 330,000 tested, under 10 active; further: % of control where 0% means no effect
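48 hr co-incubation of compounds, a-CD3 beads and primary human leukocytes; IL-2 quantified homogeneously by HTRF with anti-IL-2 K and d2 conjugates.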
Chronic BCR inh: inhibitors of chronic active B-cell receptor signaling; ABC-DLBCL IkBa-CBG/CBR reporter, luminescence ratio, 4 h; Potency, µM (doses to about 46.1 µM), for the others: at the top dose ratio change, negative = lower green/red ratio, hits mostly inhibitors; hit rate 0.05% among 340,000; active means well fitted inhibition curve with a large enough effect in the signal ratio, with a control signal flat, not every such curve was filed as active; inconclusive means small, poorly fitted or top-dose-only effect, or effect the other way, or a change in a side signal; the % refers to the signal ratio;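 further: potency means the concentration at half of the fitted maximal effect; plate controls were basal doxycycline-induced cells for no effect and cells given 10 µM MG132 for full effect; MG132 reads +100%, hits lower the ratio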
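TMD8 ABC-DLBCL cells carrying doxycycline-inducible green luciferase fused to IkappaBalpha plus unfused red luciferase were exposed to compounds (up to 46 uM) for 4 hrs at 37C. Activity came from the overlap-corrected green/red luminescence ratio.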
Coupling enz: inhibits coupling enzyme system, counter-screen for aldolase hits; coupling enzyme system counterscreen, AmpLite Red fluorescence; activity change, negative = inhibition, % at 58.2 µM, hits read low; hit rate 0.67% among 290,000; in the data active means activity change below about -30%; further: on the % scale 0 is the no-effect control and ±100 the full control effect
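First, compound is pin-transferred into glyceraldehyde-3-phosphate coupling-enzyme reagent at 57.5 uM final and held 10 min at RT. Next, substrate, coupling system and AmpLite Red are added. After 20 min RT, fluorescence (525/598 nm) is read.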
Giardia killer: kills Giardia lamblia; Giardia lamblia trophozoite viability; hit rate 0.15% among 340,000; activity change, % at 7.66 µM, hits read low; in the data active means activity change below about -80%; inconclusive means between about -30% and that limit;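 further: parasites exposed to compound for two days anaerobically before the ATP read; on the % scale 0 is the no-effect control and ±100 the full control effect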
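Giardia trophozoites, 100 cells per well, were exposed to compounds for 48 hrs at 37 deg C under anaerobic conditions; viability was then read as ATP content by bioluminescence after 15-30 min at room temperature.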
KCNH2 WT inh: KCNH2 (human, wildtype) channel inhibition; Q12809; U2OS, BacMam KCNH2, thallium flux FluxOr; hits give low values; activity change, % at 1.84 µM; hit rate 0.37% among 340,000; AID 720551;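 active means maximum activity change below -70%; inconclusive means maximum activity change between -70% and -50%; inactive means maximum activity change above -50%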; further: on the % scale 0 is the no-effect control and ±100 the full control effect
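U2OS cells transduced with wild-type KCNH2 virus are loaded with FluxOr dye for 45 min, and thallium flux is measured in kinetic reads before and after stimulation buffer. Rate constants are normalized to DMSO controls.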
GALK inhibitor: inhibitors of human galactokinase | P51570 | Purified GALK, Kinase-Glo residual ATP luminescence | Potency, µM (highest dose often 57.5 µM), for the others: top-dose activity change, negative = inhibition, hits mostly inhibitors | hit rate 0.007% among 270,000 | AID 1868; further: potency means the concentration at half of the fitted maximal effect; on the % scale 0 is the no-effect control and ±100 the full control effect
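Galactose (100 uM) and ATP (35 uM) were turned over by 5 nM GALK for 1 h at RT. Kinase-Glo Plus then converted the remaining ATP into a luminescent signal.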
Tb PFK block: blocks T. brucei phosphofructokinase; O15648; T. brucei PFK, ADP-Glo luminescence; Potency, µM (doses to about 57.5 µM), without a hit: at the highest dose activity, negative = inhibition, most hits filed as inhibitors; hit rate 0.17% among 330,000; AID 485367;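 further: potency means the concentration at half of the fitted maximal effect; 0% = uninhibited 1x PFK enzyme wells and -100% = no-enzyme wells; nearly all actives have a fitted effect of over 60% in size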
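ADP-Glo luminescence quantified ADP after 45 min at room temperature, with 1.25 nM T. brucei PFK, 0.1 mM ATP and 0.5 mM fructose-6-phosphate in pH 8.0 TEA buffer. qHTS titrations up to 57 µM; curves classified by quality.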
TSHR antag: blocks TSH signaling through the human TSH receptor. TSHR-expressing cells, TSH-stimulated cAMP HTRF, 2 h; hits give low values. activity change, negative = inhibition, % at 11.5 µM. hit rate 0.2% among 330,000. AID 504810;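 active means activity change below a set negative limit, meaning inhibition stronger than a set level, cut at about -70% in these data; inconclusive means activity change between two set negative limits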; further: on the % scale 0 is the no-effect control and ±100 the full control effect
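Read-out is FRET at 665 nm (cryptate excitation 337 nm) from a cryptate-tagged anti-cAMP antibody, competed by cell cAMP against cAMP-d2. Compounds are tested on freshly harvested TSHR cells challenged with 4nM TSH (EC80) for 2 hours at 37 deg C.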
MLL CXXC-DNA inh: inhibitors of human MLL CXXC domain-DNA interaction. Q03164. MLL-CXXC / FITC-HOXA9 DNA fluorescence polarization. hit rate 0.037% among 290,000. Potency, µM (titrated, usually from 115 µM), inactives show top-dose activity change, negative = inhibition, usual class: inhibitors; active means well fitted inhibition curve with a large enough effect in the polarisation, with a control signal flat, not every such curve was filed as active; inconclusive means small, poorly fitted or top-dose-only effect, or effect the other way, or a change in a side signal; inactive means no such curve, though single readings can be large or run the other way; the % refers to the polarisation; further: potency means the concentration at half of the fitted maximal effect
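Fluorescence polarization: 7 uM MLL-CXXC (stock) preincubated 5 min with compounds, then 50 nM fluorescein-HOX-A9 DNA (stock) added; 30 min ambient. Buffer 50 mM Tris-HCl pH 7.5, 50 mM NaCl, 1 mM DTT, 0.05% BSA.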
* marks the source's active call; other numbers are inactive results; u = inconclusive; x = not tested or not shown; [ ] = remark or other dose. Unless noted, the call rests on the fitted dose curve; in most records, active means well fitted curve in the direction sought with a large enough effect; inconclusive means small, poorly fitted or top-dose-only effect, or another doubt; inactive means no such curve, though single readings can be large; an effect the other way counts as inactive or inconclusive.

SMILES | A-T KAP1 phos | TCR act | Chronic BCR inh | Coupling enz | Giardia killer | KCNH2 WT inh | GALK inhibitor | Tb PFK block | TSHR antag | MLL CXXC-DNA inh
O=C(CCC1CCCCC1)NCCS(=O)(=O)N1CCN(c2ccc(F)cc2)CC1 | 18.3% | -7.1% | -1.5% | x | -12.3 | 11.6 | x | -3.5% | -7.3 | x
CCn1ccnc1CN1CCc2c([nH]c3ccccc23)C1CC(C)C (stereo not drawn) | 1.1% | -2.6% | u | 0.2 | 11.0 | -4.7 | 5.5% | -2.2% | 1.0 | -9.3%
COc1ccc(C(=O)C[n+]2ccc(N)c(C)c2C)cc1 | 0.4% | 0.1% | u | -1.1 | -2.3 | -18.7 | -0.4% | -11.1% | 2.9 | 6.0%
CCN(CC)S(=O)(=O)c1ccc(-c2nnc(SCC(=O)c3ccc(OC)cc3)o2)cc1 | -3.3% | -7.7% | -3.4% | 0.6 | -10.7 | -17.4 | -0.6% | -0.3% | -4.0 | -2.9%
O=C1CN(C(=O)c2ccccc2Br)C(c2ccc(F)cc2)c2cc(F)ccc2N1 (stereo not drawn) | 4.2% | -0.4% | -2.4% | -1.2 | 11.1 | -3.7 | 0.0% | 1.2% | -12.6 | 32.8%[activator]
O=C(Nc1ccc(C(=O)N2CCOCC2)cc1)c1cc(-c2cccnc2)nc2ccc(Br)cc12 | -1.0% | -3.7% | -5.6% | 0.5 | -0.9 | 2.5 | -4.2% | 3.4% | -10.4 | -2.6%
CCOC(=O)c1c(C)nc(C)c2c(=O)oc3ccccc3c12 | 12.8% | 0.8% | u | 3.5 | -3.2 | -1.0 | 0.9% | 0.3% | -23.8 | 1.8%
COc1cc(OC)cc(C(=O)N[C@H](C(=O)OCC(=O)NC(=O)NC(C)(C)C)C(C)C)c1 | 0.2% | -0.1% | 0.0% | -0.4 | 8.1 | -10.2 | 14.0% | -3.1% | 5.8 | -3.2%
CCNC(=S)N1CCN(C(c2ccccc2)c2ccccc2)CC1 | -1.2% | -56.4% | u | -1.5 | 12.6 | -12.7 | 0.4% | -8.2% | 10.8 | -3.8%
CCc1sc(C(=O)Nc2cccc(C(C)=O)c2)cc1C | 0.7% | -10.1%[46.1 µM] | u | -8.4 | -1.5 | 2.8 | -2.7% | 0.0% | -13.1 | 0.1%
COc1ccc(C(=O)Nc2cccc(OC(=O)c3ccco3)c2)cc1 | 9.3% | 3.8% | u | 3.2 | -25.7 | -11.5 | -1.9% | 5.4% | -35.7 | 195.1%[activator]
Cc1cc([N+](=O)[O-])ccc1NCc1cccc([N+](=O)[O-])c1 | -2.9% | x | 14.4% | 1.0 | 15.7 | 0.8 | 0.0% | u | -6.7 | -14.9%
CSCC[C@H](NC(=O)N1CCn2c1nc1ccccc12)C(=O)NC1CC1 | 3.7% | -2.2% | -0.9% | 1.2 | 2.5 | -1.1 | -2.3% | 2.7% | 0.9 | 7.3%
Cc1c(N)cccc1[N+](=O)[O-] | -9.9% | 2.6% | -7.7% | x | -2.1 | 0.9 | x | -22.1% | 1.1 | x
CCOC(=O)C1=C(CS(=O)(=O)c2ccccc2)NC(=O)NC1c1ccc(OC)c(OC)c1 (stereo not drawn) | 6.2% | 0.0% | -18.7% | 1.0 | -10.2 | 2.8 | 1.5% | -2.9% | 0.7 | 0.6%
COc1ccc(/C=C2\SC(=S)N(CCC(=O)N3CCCCC3)C2=O)cc1 | -1.5% | 1.9% | u | 0.4 | 3.9 | 0.8 | -2.5% | -1.1% | -5.8 | -13.3%
COc1ccc(S(=O)(=O)NCc2ccc(C(=O)N(C)Cc3ccco3)cc2)cc1 | 3.9% | 8.7% | u | 2.0 | -8.9 | -15.1 | -0.8% | -0.3% | 12.6 | -1.9%
COc1cc(NC(=O)Nc2ccccc2OC)c(OC)cc1NC(=O)CN1CCCCC1 | -0.5% | 2.6% | u | -3.8 | 5.0 | 2.3 | -3.3% | -0.1% | -7.9 | 7.4%
O=C(Cc1ccccc1)NN1C(=O)C2C3C=CC(C3)[C@@H]2C1=O (stereo partly drawn) | 1.2% | -2.0%[46.1 µM] | 1.5% | 2.1 | 1.7 | 1.2 | 0.4% | 2.8% | 1.8 | -5.3%
COc1cccc(N2CC(C(=O)Nc3nnc(SCCC4OCCO4)s3)CC2=O)c1 (stereo not drawn) | 1.7% | 2.5% | 1.1% | x | 7.6 | -5.0 | -1.5% | 1.3% | -6.6 | 4.9%
Cc1ccccc1CNC(=O)C1CCC(=O)N(C2CC2)C1 (stereo not drawn) | -1.0% | -8.2% | -4.1% | x | -5.0 | -12.1 | 0.5% | 0.5% | -7.3 | 0.5%
CN(C)C(=O)CN1C(=O)NC2(CCc3ccccc32)C1=O (stereo not drawn) | 6.2% | -0.3% | -7.0% | x | -11.3 | -2.4 | -0.6% | -0.2% | -5.9 | -2.1%
N#C/C(=C\c1cn[nH]c1-c1ccccc1)C(=O)NC1CCCCCC1 | -1.4% | 0.7% | -10.5% | -0.6 | 14.3 | 9.2 | -1.5% | 0.6% | -1.3 | -17.8%
CC(OC(=O)c1nc(Cl)ccc1Cl)C(=O)Nc1ccc2c(c1)OCCO2 (stereo not drawn) | -4.6% | 2.1% | -13.8% | x | -5.6 | 4.1 | x | -3.5% | -2.0 | x
COC(=O)[C@H](CC(C)C)NC(=O)Nc1ccc(S(N)(=O)=O)cc1 | 4.1% | -5.3% | u | -1.8 | 4.1 | 33.3 | -4.1% | 1.3% | -20.0 | 5.5%
CNC(=O)CSc1nnc(-c2cccc(S(=O)(=O)N3CCOCC3)c2)n1-c1ccc(F)cc1 | 12.7% | -0.3% | u | 0.2 | 6.3 | 3.7 | -0.3% | -0.2% | -6.4 | 1.0%
CCOc1ccccc1C(=O)N1CCN(C(c2ccccc2)c2ccccc2)CC1 | -5.4% | 4.5% | -2.5% | 2.0 | -12.5 | 0.8 | -2.1% | 2.1% | 26.0 | 14.1%
Cn1c(CSCc2ccccc2Cl)nnc1SCC(=O)Nc1nccs1 | 2.8% | 2.5% | u | 0.8 | 5.0 | 0.2 | -2.7% | -3.2% | -7.4 | -0.8%
COCC(=O)N(c1ccccc1)C(C)C(=O)OC (stereo not drawn) | 1.8% | 0.7% | 2.5% | 0.5 | 5.4 | x | 0.6% | -0.4% | 10.3 | -0.7%
O=C(Nc1cccc(-n2cnnn2)c1)c1ccc(Cl)cc1Cl | 8.4% | -4.8% | 3.6% | 2.3 | 16.3 | -15.7 | -2.3% | 2.4% | 6.0 | 3.5%
Cc1ccc(C)c(OCCC(=O)NCCc2ccc(F)cc2)c1 | 2.3% | 5.9% | 0.3% | x | -12.4 | 0.5 | -0.5% | -1.5% | 10.1 | -6.7%
CCc1ccc(CNC(=O)CCC(=O)n2ncc3cc(C)ccc32)cc1 | 0.2% | -2.9% | -13.9% | 2.0 | 6.0 | 8.2 | x | 0.0% | -4.5 | x
CC(c1cccs1)N(C)Cc1nc(CCc2ccccc2)no1 (stereo not drawn) | 7.8% | -5.1% | u | 0.8 | -5.6 | -0.7 | -1.4% | 2.5% | -10.5 | 3.4%
CC(OC(=O)c1cccc(-n2cnnn2)c1)c1nc2ccccc2c(=O)[nH]1 (stereo not drawn) | -21.0% | 2.3% | -7.9% | x | 11.5 | -2.0 | x | -2.2% | 12.0 | x
COc1ccc(C(=O)OCC(=O)Nc2cc(S(=O)(=O)N3CCOCC3)ccc2N2CCCC2)cc1 | 3.9% | -3.3% | -6.8% | -4.3 | -1.1 | -2.0 | -6.4% | 1.6% | -6.0 | 7.4%
COc1ccc(N=C2NC(=O)C(CC(=O)NCCc3ccc(OC)c(OC)c3)S2)cc1 (stereo not drawn) | -1.5% | -2.4% | -11.3% | -0.6 | -0.2 | -11.2 | -0.1% | -3.3% | -0.6 | -7.0%
COc1ccc(N=CC2=C(O)CC(c3ccccc3)CC2=O)c(OC)c1 (stereo not drawn) | -1.5% | -2.6%[46.1 µM] | -6.6% | -0.4 | 10.2 | 2.8 | -0.3% | -2.9% | -7.8 | 20.1%
COc1ccc2[nH]c3c(c2c1)CCN1C(=O)C(CC(=O)NC/C=C(\C)CCC=C(C)C)C[C@H](C(=O)N2CCCCC2)[C@@]31C (stereo partly drawn) | -2.9% | 7.0%[46.1 µM] | 7.7% | x | x | x | x | 2.5% | 38.3 | x
